Eya2 inh: qHTS Assay for Inhibitors of the Phosphatase Activity of Eya2. recombinant Eya2, OMFP fluorescence dephosphorylation (OMFP is methylfluorescein phosphate). Potency, µM (highest dose often 76.9 µM), without a hit: at the top dose activity, negative = inhibition, most hits filed as inhibitors. 0.006% of 330,000 active. AID 488837, 2010; note: potency is the fitted concentration of half-maximal effect; % is set by controls: 0 for no effect and ±100 for the full control effect
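Eya2 (0.2 uM) preincubated 10 min at ambient with compound, then OMFP substrate added at 50 uM; 10 min reaction in 50 mM HEPES pH 7.5, 50 mM NaCl, 5 uM MgCl2, 0.05% BSA, 1 mM DTT. Fluorescence read at Ex 485/Em 525 nm.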
USP2a block: qHTS Assay for Inhibitors of Ubiquitin-specific Protease USP2a Using CHOP2 as the Reporter | USP2 core, Ub-CHOP2 coupled fluorogenic reporter, 485/531 | Potency, µM (highest dose often 38.3 µM), without a hit: at the top dose activity change, negative = inhibition, usual class: inhibitors | 0.01% of 330,000 active | AID 463254, 2010;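 note: potency is the fitted concentration of half-maximal effect; plate controls were DMSO wells for no effect and full inhibition by NEM control for full effect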
Target sequence (O75604 whole entry, looked up): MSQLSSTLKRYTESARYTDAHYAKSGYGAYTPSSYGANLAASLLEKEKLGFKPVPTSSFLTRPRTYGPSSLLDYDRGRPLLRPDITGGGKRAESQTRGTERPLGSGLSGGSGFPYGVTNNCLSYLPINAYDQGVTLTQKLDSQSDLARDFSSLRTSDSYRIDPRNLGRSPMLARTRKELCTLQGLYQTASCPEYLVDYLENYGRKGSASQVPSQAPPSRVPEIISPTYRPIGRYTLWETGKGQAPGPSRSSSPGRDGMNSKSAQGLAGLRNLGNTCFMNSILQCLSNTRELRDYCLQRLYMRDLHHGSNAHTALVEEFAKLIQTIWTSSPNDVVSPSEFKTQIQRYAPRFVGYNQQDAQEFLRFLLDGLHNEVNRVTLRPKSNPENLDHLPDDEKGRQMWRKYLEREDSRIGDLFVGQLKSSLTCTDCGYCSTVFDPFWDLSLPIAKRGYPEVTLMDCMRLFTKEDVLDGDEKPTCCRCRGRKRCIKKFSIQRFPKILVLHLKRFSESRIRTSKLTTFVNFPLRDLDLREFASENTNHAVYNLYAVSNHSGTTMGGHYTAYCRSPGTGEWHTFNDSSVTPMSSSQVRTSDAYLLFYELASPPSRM
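Deubiquitinase activity read as fluorescence (485/531 nm) after Ub-CHOP2 cleavage activates the enterokinase reporter on its substrate; USP2 core 10nM, Ub-CHOP2 and substrate 25nM each, 30min compound preincubation then 60min RT; data normalized to NEM, curves fitted.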
uPA generation: qHTS for Inhibitors of Cell Surface uPA Generation | cell surface uPA generation assay, qHTS | Potency, µM (top dose mostly 38.3 µM), without a hit: top-dose activity change, negative = inhibition, hits mostly inhibitors | 0.31% of 330,000 active | AID 540303, 2011; active = well fitted inhibition curve with a large enough effect; inconclusive = small, poorly fitted or top-dose-only effect; inactive = no such curve, though single readings can be large or run the other way; tested in mouse RAW 264.7 cells; note: potency is the fitted concentration of half-maximal effect; % is set by controls: 0 for no effect and ±100 for the full control effect; nearly all actives have a fitted effect of over 55% in size
BCR signal inh: qHTS Assay to Find Inhibitors of Chronic Active B-Cell Receptor Signaling; ABC-DLBCL IkBa-CBG/CBR reporter, luminescence ratio, 4 h; Potency, µM (titrated, usually from 46.1 µM), for the others: at the top dose ratio change, negative = lower green/red ratio, actives largely listed as inhibitors; 0.05% of 340,000 active; AID 493014, 2011; active = well fitted inhibition curve with a large enough effect in the signal ratio, with a control signal flat, not every such curve was filed as active; inconclusive = small, poorly fitted or top-dose-only effect, or effect the other way, or a change in a side signal; the % refers to the signal ratio;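 note: potency is the fitted concentration of half-maximal effect; plate controls were basal doxycycline-induced cells for no effect and cells given 10 µM MG132 for full effect; MG132 reads +100%, hits lower the ratio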
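Doxycycline induced both beetle luciferases in TMD8 lymphoma cells; IKK-driven degradation limits the IkappaBalpha-fused green signal, while red luminescence normalises for cell number and nonspecific effects. Compounds tested up to 46 uM, 4 hrs.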
Mito fusion act: qHTS Assay for Small Molecule Inhibitors of Mitochondrial Division or Activators of Mitochondrial Fusion | S. cerevisiae fusion-defective mutant growth rescue, CellTiterGlo 48 h | AID 485298, 2010 | 0.23% of 320,000 active | Potency, µM (highest dose often 46.1 µM), for inactives: top-dose growth rescue (activation), actives largely listed as activators;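 note: potency is the fitted concentration of half-maximal effect; % of control where 0% means no effect; nearly all actives have a fitted effect of over 45% in size; temperature-sensitive fusion mutants such as fzo1-1 at 37 °C on non-fermentable ethanol glycerol medium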
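Growth-rescue viability read-out: after 48 h at the non-permissive 37C in glycerol/ethanol YPEG, yeast mitochondrial fusion mutants are measured by CellTiterGlo luminescence; compounds (23 nl pinned per well) restoring growth score as division inhibitors or fusion activators.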
TCR act: Activators of T cell receptors: qHTS campaign; primary human leukocytes, anti-CD3, IL-2 HTRF, 48 h; Potency, µM (top dose mostly 9.22 µM), for inactives: top-dose activation of IL-2 secretion, most hits filed as activators; 330,000 tested, under 10 active; note: % of control where 0% means no effect
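Human primary leukocytes + a-CD3 beads + cpd, 48 hr; IL-2 in supernatant by HTRF (ex 320nm / em 665nm). No co-stimulatory signal supplied.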
TSHR antag: Antagonists of the Thyroid Stimulating Hormone Receptor: HTS campaign; TSHR-expressing cells, TSH-stimulated cAMP HTRF, 2 h; hits give low values; activity change, negative = inhibition, % at 11.5 µM; 0.2% of 330,000 active;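 active = activity change below a set negative limit, meaning inhibition stronger than a set level, cut at about -70% in these data; inconclusive = activity change between two set negative limits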; note: % is set by controls: 0 for no effect and ±100 for the full control effect
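Antagonism was scored as loss of TSH-driven cAMP in TSHR cells, stimulated with 4nM TSH (EC80) for 2 hours at 37 deg C and detected by homogeneous HTRF competition immunoassay.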
ELG1 DNA repair: qHTS screen for small molecules that inhibit ELG1-dependent DNA repair in human embryonic kidney (HEK293T) cells expressing luciferase-tagged ELG1 | 2.3% of 330,000 active | HEK293T ELG1-luciferase reporter, luminescence, 16 h; DNA damage induced by 5-fluorouridine | Potency, µM (titrated, usually from 46.1 µM), inactives show top-dose activity change, negative = inhibition, most hits filed as inhibitors; note: potency is the fitted concentration of half-maximal effect; % is set by controls: 0 for no effect and ±100 for the full control effect; nearly all actives have a fitted effect of over 55% in size
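DMSO vehicle served as the neutral condition. Each well held 2,000 cells given 5-fluorouridine plus compound; after 16 hr at 37 °C/5% CO2, ONE-Glo was added and luciferase measured 30 min later.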
PTAP TSG101 blk: qHTS Assay for Iinhibitors of HIV-1 Budding by Blocking the Interaction of PTAP/TSG101 | Tumor susceptibility gene 101 protein (Homo sapiens), Q99816 | Fluorescence polarization, FITC-PTAP peptide / Tsg101 binding | Potency, µM (top dose mostly 115 µM), inactives show at the top dose activity change, negative = inhibition, most hits filed as inhibitors | 340,000 tested, under 10 active | AID 493005, 2010; active = well fitted inhibition curve with a large enough effect in the main read-out, with a control signal flat, not every such curve was filed as active; inconclusive = small, poorly fitted or top-dose-only effect, or effect the other way, or a change in a side signal; inactive = no such curve, though single readings can be large or run the other way; note: potency is the fitted concentration of half-maximal effect; % of control where 0% means no effect
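Tsg101 binding domain (10 uM final) was mixed with compound and a FITC-labeled PTAP peptide (50 nM final) in HEPES pH 7.5 buffer with NaCl, Tween 20, EDTA and TCEP; fluorescence polarization was read after 20 min at r.t.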
B2AR arrestin: qHTS assay of beta-arrestin-biased ligands of beta2-adrenergic receptor | Beta-2 adrenergic receptor (Homo sapiens), P07550 | beta-arrestin recruitment to beta2AR, cell-based reporter | Potency, µM (highest dose often 46.1 µM), for inactives: at the highest dose activation, usual class: activators | 0.02% of 330,000 active | AID 492947, 2010;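 note: potency is the fitted concentration of half-maximal effect; 0% = DMSO controls and full agonism = EC100 isoproterenol or metaproterenol; nearly all actives have a fitted effect of over 65% in size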
Tb PFK block: qHTS Assay to Find Inhibitors of T. brucei phosphofructokinase; T. brucei PFK, ADP-Glo luminescence; 0.17% of 330,000 active; ATP-dependent 6-phosphofructokinase (Trypanosoma brucei brucei), O15648; Potency, µM (top dose mostly 57.5 µM), inactives show at the top dose activity, negative = inhibition, most hits filed as inhibitors;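 note: potency is the fitted concentration of half-maximal effect; 0% = uninhibited 1x PFK enzyme wells and -100% = no-enzyme wells; nearly all actives have a fitted effect of over 60% in size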
Target sequence (O15648 whole entry, looked up): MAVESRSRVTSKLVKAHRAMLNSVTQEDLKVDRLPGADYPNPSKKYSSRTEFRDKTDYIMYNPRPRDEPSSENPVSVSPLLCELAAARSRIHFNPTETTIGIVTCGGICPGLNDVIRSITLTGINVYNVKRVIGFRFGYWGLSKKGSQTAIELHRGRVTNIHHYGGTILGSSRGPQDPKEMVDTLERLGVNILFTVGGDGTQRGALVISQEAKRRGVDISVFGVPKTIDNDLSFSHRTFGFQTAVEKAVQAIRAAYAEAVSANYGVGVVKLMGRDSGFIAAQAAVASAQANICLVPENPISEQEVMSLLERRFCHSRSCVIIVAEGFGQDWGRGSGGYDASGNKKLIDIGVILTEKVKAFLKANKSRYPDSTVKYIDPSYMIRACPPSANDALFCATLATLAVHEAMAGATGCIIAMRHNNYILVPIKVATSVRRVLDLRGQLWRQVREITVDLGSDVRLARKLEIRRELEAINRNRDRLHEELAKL
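ADP-Glo luminescence quantified ADP after 45 min at room temperature, with 1.25 nM T. brucei PFK, 0.1 mM ATP and 0.5 mM fructose-6-phosphate in pH 8.0 TEA buffer. qHTS titrations up to 57 µM; curves classified by quality.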
Active calls of the source: *; u = inconclusive; x = not tested or not shown; & = joins results of further samples; [ ] = another dose, or the depositor's remark. Unless noted, calls come from the whole dose curve; as a rule, active = well fitted curve in the direction sought with a large enough effect; inconclusive = small, poorly fitted or top-dose-only effect, or another doubt; inactive = no such curve, though single readings can be large; an effect the other way counts as inactive or inconclusive.

SMILES	Eya2 inh	USP2a block	uPA generation	BCR signal inh	Mito fusion act	TCR act	TSHR antag	ELG1 DNA repair	PTAP TSG101 blk	B2AR arrestin	Tb PFK block
Cc1cccc(NC(=O)NC(C)CCc2ccccc2)c1 (configuration not stated)	5%	3%	1%	u	12%	6%[46.1 µM]	-7	u	-1%	0.2%	5%
Cn1cnnc1SCC(=O)Nc1ccc(Cl)c(S(=O)(=O)N2CCOCC2)c1	1%	5%	11%	0%	-3%	2%	0	12%	-3%	-0.1%	-5%
COc1ccccc1CNC(=O)C(=O)Nc1ccc(C(=O)N2CCC(C)CC2)cc1	-2%	-2%	0%	2%	-5%	-5%	-4	-13%	1%	-0.4%	-2%
CCOc1ncccc1C(=O)Nc1ccc(C)cn1	-5%	4%	-13%	u	-1%	0%	-10	-1%	-7%	0.1%	-3%
Cc1ccc(NC(=O)c2nn(C34CC5CC(CC(C5)C3)C4)cc2[N+](=O)[O-])cc1	0%	-1%	x	u	u	x	-22	10%	-1%	-0.5%	0%
NS(=O)(=O)c1ccc(NC(=O)CSc2ccc3ccccc3n2)cc1	16%	4%	x	-3%&-24%	2%	-8%	8	-18%	-3%	0.0%	-3%
Cn1c(SCC(=O)N2c3ccccc3Sc3ccccc32)nnc1-c1ccco1	7%	-1%	7%	0%	3%	-1%	-23	-3%	1%	-0.1%	1%
COC(=O)CSc1nnc(NC(=O)/C=C\c2ccc3c(c2)OCO3)s1	8%	2%	1%	0%	1%	4%[46.1 µM]	-2	-1%	-1%	-1.6%	0%
Cc1ccccc1-c1ccc(=O)n(CC(=O)Nc2ccc(C(=O)N3CCCC3)cc2)n1	-4%	-1%	1%	0%	-2%	x	6	-17%	-6%	-2.5%	3%
CCCn1c(C)cc(C)c(C#N)c1=O	0%	u	6%	-8%	-4%	-11%[46.1 µM]	7	2%	-1%	-0.7%	-15%
CCn1nnc(NC(=O)Cc2ccc(Cl)cc2)n1	2%	1%	1%	3%	0%	0%	12	-19%	-2%	0.3%	-22%
COc1ccc(CC(=O)NCC2CCCN(Cc3ccc(OC)cc3F)C2)cc1 (configuration not stated)	12%	3%	21%	1%	0%	2%	-1	-9%	1%	-0.7%	-4%
Cc1ccc(S(=O)(=O)N(C)Cc2ccccc2)cc1C(=O)N1CCCCC1	-2%	-2%	-11%	0%	4%	-2%	4	u	x	-0.5%	-5%
CC(Sc1nnc(Cc2cccs2)n1C1CCCCC1)C(=O)NCc1ccco1 (configuration not stated)	-10%	1%	1%	15%	2%	-11%	12	-20%	-2%	-1.1%	-3%
CCCCN(CC)CCNc1c(N2CCN(C(=O)OCC)CC2)c(=O)c1=O	4%	-3%	x	1%	-6%	2%	49	-7%	-6%	0.2%	-1%
C[C@H]1CN=C(N(C)C)N1CCC1CCCC1	-7%	-1%	-10%	-1%	0%	4%	-1	u	-9%	0.0%	-8%
Cn1c(-c2cccc(F)c2)nc2c1c(=O)[nH]c(=O)n2Cc1ccccc1	-7%	-4%	-2%	-4%	6%	0%	28	u	0%	-0.9%	u
CCOc1ccc(CCNC(=O)C2CCN(c3nnc(-n4cccc4)s3)CC2)cc1OCC	-5%	5%	-4%	1%	-2%	-1%	-5	u	-3%	-0.1%	0%
CCSc1nc(O)cc(=O)[nH]1	16%	7%	-9%	7%	1%	-30%	1	3%	0%	-0.2%	-6%
Cc1ccc(C(c2c(C)nn(-c3ccccc3)c2N)c2c(C)nn(-c3ccccc3)c2N)cc1	3%	0%	3%	-5%	2%	-1%[46.1 µM]	-6	u	-5%	0.2%	-5%

Looked up above.
Under PTAP TSG101 blk, `CCOc1ccc(CCNC(=O)C2CCN(c3nnc(-n4cccc4)s3)CC2)cc1OCC` is entered as -3%
Under PTAP TSG101 blk, `C[C@H]1CN=C(N(C)C)N1CCC1CCCC1` is entered as -9%
Under Mito fusion act, `Cn1c(-c2cccc(F)c2)nc2c1c(=O)[nH]c(=O)n2Cc1ccccc1` is entered as 6%

More records follow:
SMILES	Eya2 inh	USP2a block	uPA generation	BCR signal inh	Mito fusion act	TCR act	TSHR antag	ELG1 DNA repair	PTAP TSG101 blk	B2AR arrestin	Tb PFK block
O=C(CSC(=S)N1CCCC1)c1cc(Br)cc(Br)c1O	-6%	-4%	-2%	u	-6%	2%	5	11%	-1%	10%	-4%
CC(C)Cc1cc(C(=O)N2CCC(N3CCC(C(=O)N4CCOCC4)CC3)CC2)n[nH]1	-7%	2%	6%	1%	6%	1%	-30	-5%	-9%	0.2%	2%
Cc1ccccc1NC(=S)NNC(=O)c1ccoc1C	-29%	7%	5%	-14%	-5%	x	10	u	x	0.3%	1%
CC(C)Cc1nc2sc3c(=O)[nH]cnc3c2c2c1CCCC2	5%	0%	-5%	2%	8%	0%	-9	-4%	-5%	0.0%	1%
CCOC(=O)c1cccc(NC(=O)CCn2nnc3ccccc32)c1	8%	1%	x	u	-6%	2%	0	-6%	-4%	-0.2%	0%
Cc1ccc(CNC(=O)C2CCC(CNc3nc(=S)[nH]c4ccccc34)CC2)cc1 (configuration not stated)	0%	1%	-3%	-8%	4%	2%	-2	-16%	2%	-0.2%	0%
Cc1ccccc1-c1nnn(Cc2ccc(-c3nn[nH]n3)cc2)n1	6%	-1%	-3%	u	10%	3%	3	17%	-4%	-0.2%	9%
Cc1cc(=O)[nH]c(N/N=C/C2=C(N3CCOCC3)C(=C\c3ccc(Cl)cc3)/CC2)n1	1%	0%	3%	-9%	11%	0%[46.1 µM]	-6	-9%	0%	3.2%	-2%
CC1CCN(c2ccc(-c3ccc(NC(=O)c4ccco4)cc3)nn2)CC1	15%	1%	-13%	10%	13%	-5%	-5	u	-1%	0.0%	-11%
COc1ccc(N2C(=O)C(CC(=O)Nc3ccc(Cl)cc3)N(NC(=O)c3cccc(F)c3)C2=S)cc1 (configuration not stated)	-16%	4%	1%	18%	11%	1%	5	-15%	-13%	15%	0%
CN(CC(=O)Nc1ccccc1Cl)C(=O)CSc1nnc(-c2ccco2)o1	5%	-14%	-1%	-1%	2%	2%	34	-8%	0%	0.5%	-5%
Cc1ccccc1NC(=O)CCC(=O)N/N=C/c1ccc(F)cc1	-4%	-1%	u	1%	u	-4%	-7	6%	0%	-0.3%	-6%
COc1ccc(Cl)cc1NS(=O)(=O)N1CCOCC1	0%	0%	10%	0%	5%	0%	-18	9%	-1%	-0.7%	1%
O=C(COC(=O)c1ccc(Br)o1)NCc1ccc(F)cc1	13%	0%	-7%	3%	2%	-3%	1	-4%	-2%	0.1%	2%
CC(C)[C@@H](C(=O)NC1CCCC1)N1C(=O)N2CCc3c([nH]c4ccccc34)[C@@]2(C)C1=O	-10%	-6%	12%	20%	9%	1%	34	u	-3%	-3.6%	-2%

An excerpt from above in order of the B2AR arrestin value, ascending.
| molecule | B2AR arrestin |
| --- | --- |
| Cc1ccccc1NC(=O)CCC(=O)N/N=C/c1ccc(F)cc1 | -0.3% |
| O=C(COC(=O)c1ccc(Br)o1)NCc1ccc(F)cc1 | 0.1% |
| CN(CC(=O)Nc1ccccc1Cl)C(=O)CSc1nnc(-c2ccco2)o1 | 0.5% |

Compound activity deposited in PubChem BioAssay by National Center for Advancing Translational Sciences (NCATS).
